# VLA-4 inh: inhibition in a human VLA-4 binding assay; VLA-4 expressing cells, ligand binding flow cytometry; inhibition, % (about 7 µM as worked out from the volumes in the protocol); 330,000 tested, 0.2% active; AID 2557; in the data active = inhibition above about 50%
# Target sequence (P13612 whole entry, looked up): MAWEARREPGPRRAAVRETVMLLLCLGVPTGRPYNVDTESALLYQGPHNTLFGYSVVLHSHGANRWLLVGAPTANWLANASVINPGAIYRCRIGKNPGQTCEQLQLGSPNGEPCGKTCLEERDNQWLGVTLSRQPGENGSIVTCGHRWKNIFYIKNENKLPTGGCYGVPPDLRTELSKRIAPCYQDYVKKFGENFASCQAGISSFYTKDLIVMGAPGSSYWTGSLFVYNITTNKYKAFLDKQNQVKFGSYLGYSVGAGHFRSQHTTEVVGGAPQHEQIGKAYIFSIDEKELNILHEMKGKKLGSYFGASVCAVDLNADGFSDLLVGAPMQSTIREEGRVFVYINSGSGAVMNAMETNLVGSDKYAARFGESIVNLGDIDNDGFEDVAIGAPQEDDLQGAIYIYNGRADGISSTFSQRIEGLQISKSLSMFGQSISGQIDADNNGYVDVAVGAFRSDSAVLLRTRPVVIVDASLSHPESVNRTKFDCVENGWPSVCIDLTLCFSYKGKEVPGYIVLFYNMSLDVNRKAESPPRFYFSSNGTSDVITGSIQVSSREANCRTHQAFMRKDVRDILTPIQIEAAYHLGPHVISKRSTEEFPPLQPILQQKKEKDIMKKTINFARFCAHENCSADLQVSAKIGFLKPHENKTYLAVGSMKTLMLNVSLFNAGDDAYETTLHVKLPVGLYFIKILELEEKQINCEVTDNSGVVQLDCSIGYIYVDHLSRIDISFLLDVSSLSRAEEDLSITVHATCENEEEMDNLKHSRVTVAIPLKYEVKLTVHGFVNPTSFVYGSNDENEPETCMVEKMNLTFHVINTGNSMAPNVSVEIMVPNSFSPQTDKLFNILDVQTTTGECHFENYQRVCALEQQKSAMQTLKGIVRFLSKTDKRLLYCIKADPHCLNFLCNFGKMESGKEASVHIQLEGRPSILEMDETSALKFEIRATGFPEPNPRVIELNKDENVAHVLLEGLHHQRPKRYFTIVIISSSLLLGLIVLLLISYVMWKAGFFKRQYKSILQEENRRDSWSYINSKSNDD
# GLD-1 RNA inh: GLD-1-TGE RNA interaction inhibition (C. elegans) | purified GLD-1 + fluorescein TGE RNA, fluorescence polarization | inhibition, % at 5.96 µM | 320,000 tested, 0.44% active;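 active = percent inhibition above a per-plate cutoff, the plate mean of test compounds plus 3 SD, cut at about 30% in these data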;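 also: 0% = DMSO wells with GLD-1 and probe and 100% = wells lacking GLD-1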
# PME-1 inh: blocks human protein phosphatase methylesterase 1; Q9Y570; recombinant PME-1, FP-Rh probe fluorescence polarization; inhibition, % at 5.9 µM; 320,000 tested, 0.53% active; AID 2130;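 active = inhibition above the campaign mean of all compounds plus 3 SD, cut at about 26% in these data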;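 also: competitive labeling of PME-1 active site by serine hydrolase directed probe; 0% = PME-1 with DMSO and 100% = wells lacking PME-1 enzyme; inhibitors block probe labeling so polarization falls and inhibition rises; many of its hits are not listed in these tables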
# BCLXL inh: blocks human Bcl-xL binding to Bim BH3 peptide | Q07817 | GST-Bcl-xL / FITC-Bim BH3 peptide fluorescence polarization | inhibition, % at 10.9 µM | 320,000 tested, 0.7% active;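 active = inhibition above the mean of all tested compounds plus 3 SD, cutoff set per campaign, cut at about 30% in these data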;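 also: 0% = DMSO wells and 100% = unlabeled Bim-BH3 peptide competitor; inhibitors lower millipolarization by displacing the labeled peptide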
# GRK2 inh: inhibitors of human GRK2 displacing RNA aptamer; P25098; bead flow cytometry, FAM-aptamer displacement from GRK2; inhibition of aptamer binding, % at 10 µM; 330,000 tested, 0.59% active;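 active = inhibition of aptamer binding above 40%, roughly 3 SD of noise, on plates passing a quality check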;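 also: median bead fluorescence of bound FAM aptamer so fluorescent compounds give negative values; no value below 0 was filed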
# Efflux pump mplx: antifungal efflux pump inhibition, Nile Red retention. S. cerevisiae Candida pump triplex. inhibition, % at 10 µM. 330,000 tested, 0.44% active. AID 485275;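 active = plate passing quality check with inhibition over a set limit, or well fluorescence over plate mean plus 4 SD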;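 also: Nile Red retained in pooled yeast measured as flow cytometry median fluorescence; 0% = buffer negative control and 100% = Enniatin B positive control; higher means more Nile Red kept so more efflux inhibition; some compounds called inactive have numbers as strong as hits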
# MEX-5 binding: C. elegans MEX-5 TCR-2 RNA binding activity; Q9XUB2; activity score (negative = inhibition of binding), % at 10 µM; 300,000 tested, 0.38% active; MEX-5/FITC-TCR2 RNA binding, fluorescence polarization; active compounds read low;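 active = inhibition past about -25% in most replicates, and total fluorescence under double the plate's negative control median, limit read from the data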;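 also: 0% = DMSO and -100% = 5 µM competing unlabeled TCR2 RNA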
# Fam108B inh: counter-screen for RBBP9 inhibitors: inhibitors of mouse Fam108B. inhibition, % at 9.51 µM. 300,000 tested, 0.33% active. AID 1947. recombinant Fam108B, FP-Rh probe fluorescence polarization;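 active = inhibition above the screen mean inhibition plus 3 SD, computed separately per campaign, cut at about 18% in these data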;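 also: inhibitors lower polarization as less probe binds the enzyme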
# MCL1-BIM inh: MCL1-BIM-BH3 interaction inhibition (human). inhibition, % at 10.9 µM. 320,000 tested, 0.68% active. GST-MCL1 / FITC-Bim-BH3 fluorescence polarization. AID 2057;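 active = inhibition above the mean inhibition of all tested compounds plus 3 SD, set per campaign, cut at about 40% in these data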;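 also: 0% = DMSO wells and 100% = unlabeled Bim-BH3 peptide control; higher means more loss of mP so more displacement of Bim peptide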
# The depositor's hits bear a star; . = not tested or not shown; + = active, no number. This is a subset. The share of hits here may be higher or lower than overall.
SMILES,VLA-4 inh,GLD-1 RNA inh,PME-1 inh,BCLXL inh,GRK2 inh,Efflux pump mplx,MEX-5 binding,Fam108B inh,MCL1-BIM inh
CCOCC(=O)Nc1ccc2c(c1)OCCO2,14,3,-7,6,0,0.0,-1.7,5,8
COc1ccc(S(=O)(=O)N(Cc2ccco2)Cc2cc3ccccc3[nH]c2=O)cc1,15,1,3,0,3,-0.2,2.4,2,0
COc1cccc(N=c2oc3cc(O)ccc3cc2C(=O)NCC2CCCO2)c1 (stereo not given),1,6,-6,-3,2,0.0,0.7,3,-9
CCNC(=O)NC(=O)C(C)SCc1ccccc1C (stereo not given),20,9,-5,2,3,-0.1,1.2,-2,8
CNS(=O)(=O)c1ccc(CCC(=O)N2CCOCC2)cc1,-12,4,3,6,1,-0.1,-1.1,2,3
O=c1c2cc(Br)ccc2nc2n1CCCCC2,-3,2,-9,9,4,0.1,-0.7,-6,6
Cn1nnnc1SCCOc1ccc(C#N)cc1,1,6,-6,-3,1,0.1,-2.0,0,-7
CC(C)(/C=N/NC(=O)CSCc1ccccc1Cl)CCC#N,-13,5,4,0,0,-0.1,-1.7,1,8
COc1cc(OC)cc(-c2c(-c3cccs3)c3cc(-c4ccc(CN5CCOCC5)cc4)ccc3n2C)c1,-2,0,.,.,4,0.5,.,.,.
CCc1c(C2(O)CCCCC2)[nH]c2ncccc12,1,5,0,1,6,-0.1,.,.,1
COc1ccc(C(=O)CSC#N)cc1OC,-2,4,0,8,1,0.0,1.6,-4,10
O=C(NCCC1=CCCCC1)c1ccc(F)cc1,0,5,-4,2,4,-1.4,1.6,0,-1
COC(=O)C1CCN(C(=O)c2oc3c(Cl)cc(C)cc3c2C)CC1,1,-3,6,3,0,0.1,2.9,2,1
O=C(Nc1cccc(-c2ccc3nncn3n2)c1)C(F)(F)F,-10,10,4,6,1,-0.2,-0.6,3,1
COc1cc(NC(=O)c2cc(C)nc3ccccc23)cc(OC)c1,24,2,0,3,1,0.0,-3.0,-3,2
Cc1ccc(S(=O)(=O)N2CCCC2CNC(=O)C(=O)NC2CC2)cc1 (stereo not given),-4,3,-7,2,0,-0.1,2.3,2,-3
C/C(=N\NC(=O)c1ccccc1)c1ccc2c(c1)OCO2,71*,3,1,-3,3,0.2,3.8,0,-3
Cc1ccc(N(C(=O)CNC(=O)c2cccs2)C(C(=O)NC2CCCC2)c2ccncc2)cc1 (stereo not given),12,17,-3,0,0,0.0,1.2,0,-4
COc1cc(N)c(Cl)cc1C(=O)OCC(=O)c1cccs1,-3,3,-1,1,0,0.0,-2.2,1,0
Cc1cccnc1NC(=O)CN1C(=O)COc2ccc(Cl)cc21,-8,3,-7,-6,0,0.0,-2.0,-5,0
Cn1c(=O)oc2cc(S(=O)(=O)N3CCN(Cc4ccc5c(c4)OCO5)CC3)ccc21,12,-2,-9,2,0,-0.2,-0.4,-1,-1
CCOC(=O)C1=C(COC(=O)/C=C/c2cccc(OC)c2)NC(=O)NC1C (stereo not given),-15,-7,1,-2,1,0.6,-1.0,1,-8
CC1Oc2ccccc2C=C1/C=N\NC(=O)c1cccnc1 (stereo not given),0,1,-2,1,0,0.0,1.3,0,-7
Cc1nn(Cc2ccccc2Cl)c(Cl)c1/C=C/C(=O)OCC(=O)NC1CCS(=O)(=O)C1 (stereo not given),14,-3,-5,-2,0,0.1,1.0,1,-6
Cc1ccc(S(=O)(=O)Nc2c(C)nn(C)c2C)cc1C,8,5,6,4,0,0.0,-1.1,2,2

# Continued.
SMILES,VLA-4 inh,GLD-1 RNA inh,PME-1 inh,BCLXL inh,GRK2 inh,Efflux pump mplx,MEX-5 binding,Fam108B inh,MCL1-BIM inh
COc1cccc(OC)c1OCCCCc1c(C)n[nH]c1C,59*,0,-2,0,2,-0.1,-1.9,-3,-8
O=C1N/C(=N\S(=O)(=O)Cc2ccccc2)S/C1=C/c1cccc([N+](=O)[O-])c1,-15,2,-9,10,3,-0.2,-1.1,-1,7
COC(=O)C1=C(C)OC(N)=C(C#N)C1c1ccccc1F (stereo not given),0,2,-9,6,0,0.0,-0.3,-2,10
Fc1ccc(-n2nnc(-c3ccccc3Br)n2)cc1,7,4,-8,10,4,-0.1,1.6,4,+
COc1cc(CCC(=O)OCC(=O)Nc2cccc(S(N)(=O)=O)c2)cc(OC)c1OC,9,-4,6,4,1,0.1,1.8,1,-9
COc1ccc(N2C(=O)CCC(C(=O)NCCCN3CCC(C)CC3)C2c2ccc(OC)c(OC)c2)cc1 (stereo not given),5,-4,-14,5,0,-0.1,-0.7,-1,4
CC(=O)c1sc(N/N=C\c2ccc(N(C)C)cc2)nc1C,-73,-26,9,-7,0,0.3,1.2,3,-12
O=C(CN1CCC(n2nnc3cc(F)ccc32)CC1)NNC(=O)c1ccccc1,-35,2,4,5,2,0.0,1.9,-2,5
COc1ccc(/C=C/C(=O)OCC(=O)Nc2ccc(OC)c(S(=O)(=O)N3CCCCC3)c2)cc1,3,6,-16,6,0,-0.3,0.9,-17,1
O=C(O/N=C1\CCS(=O)(=O)c2sccc21)c1ccccc1,-3,2,-5,3,0,0.0,1.8,7,2
CN(C)c1ccc(/C=N/n2c(C3CCCCC3)n[nH]c2=S)cc1,-7,-3,-4,-7,0,0.0,1.4,-5,-18
NC(=NCc1ccco1)NC(=O)c1ccccc1,-6,2,-4,5,0,0.0,0.2,-10,4
COC(=O)CCC(=O)Nc1sc2c(c1C#N)CCCC2,1,5,0,1,1,0.4,-2.4,-2,3
CC(C)(C)C1CCc2onc(C(=O)Nc3cccnc3)c2C1 (stereo not given),-2,4,0,4,6,-0.1,.,-3,11
Cc1onc(-c2c(Cl)cccc2Cl)c1/C(N)=N/OC(=O)C1CC1,3,-4,-8,4,0,0.2,3.5,4,1
COc1nc2ccccc2nc1CCC(=O)O,6,3,5,-2,0,0.2,-0.8,2,1
CN(C)S(=O)(=O)N1C(=O)c2ccccc2C1=O,4,-2,-4,2,3,-0.1,0.2,2,6
Cc1sc(NC(=O)Cn2[nH]c(=O)c3ccccc3c2=O)nc1-c1ccccc1,13,-4,-14,0,0,0.1,0.7,-16,-8
N#Cc1nc(-c2ccco2)oc1N1CCN(c2ccccc2)CC1,-1,6,1,6,1,-0.1,0.1,0,9
O=C1Cn2c(nc3ccccc32)N1c1ccccc1F,20,-3,1,-3,1,-0.1,1.2,-2,-2
Cn1c(=O)c2c(-c3ccccc3)n(CCCN3CCOCC3)cc2n(C)c1=O,4,-1,1,6,0,0.0,1.5,-2,7
CCOC(=O)c1cccc(Nc2ncnc3ccc(C)cc23)c1,5,3,-6,2,1,0.1,.,-5,-8
N/C(=N\OC(=O)CCCOc1ccc(Cl)cc1Cl)c1ccncc1,0,5,0,5,0,0.0,1.0,-2,0
Cc1ccc(Nc2c(-c3ccc(N(C)C)cc3)nc3ncccn23)cc1,8,-1,2,-4,0,0.1,1.5,6,-10
COc1ccccc1OCCn1cc(C(=O)c2ccco2)c2ccccc21,5,8,-5,7,0,-0.2,-1.9,-7,8

# Full records as entered above. Screens in order: VLA-4 inh, GLD-1 RNA inh, PME-1 inh, BCLXL inh, GRK2 inh, Efflux pump mplx, MEX-5 binding, Fam108B inh, MCL1-BIM inh
# Cc1sc(NC(=O)Cn2[nH]c(=O)c3ccccc3c2=O)nc1-c1ccccc1 is entered as 13, -4, -14, 0, 0, 0.1, 0.7, -16, -8
# NC(=NCc1ccco1)NC(=O)c1ccccc1 is entered as -6, 2, -4, 5, 0, 0.0, 0.2, -10, 4

# Later entries
SMILES,VLA-4 inh,GLD-1 RNA inh,PME-1 inh,BCLXL inh,GRK2 inh,Efflux pump mplx,MEX-5 binding,Fam108B inh,MCL1-BIM inh
CCOC(=O)C1C(c2ccccc2O)NC(=O)NC1(O)C(F)(F)F (stereo not given),8,-2,3,2,0,-0.3,0.7,0,1
CSc1nnc(NC(=O)c2nc(S(=O)(=O)Cc3ccccc3)ncc2Cl)s1,5,-3,-6,-6,2,-0.1,-4.2,-3,-13
CSc1ccc(/C=C2\NC(=O)NC2=O)cc1,-5,2,3,9,46*,0.0,-1.0,-1,3
NC(=S)N=Nc1c(O)n(Cc2ccc(Br)cc2)c2ccccc12,18,1,-1,4,0,0.1,0.7,-1,17
COc1ccc(CCN=C(NS(=O)(=O)c2ccccc2)c2ccccc2)cc1OC,4,3,-1,3,0,-0.2,-0.8,0,-5
CC(C#Cc1c([C@@H](C)Oc2ccccc2)nnn1Cc1ccccc1)Oc1ccccc1 (stereo not given in full),15,-1,-10,2,0,0.0,3.0,3,0
CSC1=NCCN1C(=O)c1cccc(Br)c1,-5,-8,-4,-1,0,0.0,1.5,-1,-1
CCc1nc2nc(C)c(NS(=O)(=O)c3ccc(Br)s3)c(=O)n2[nH]1,1,-1,-9,2,1,0.2,0.3,-1,-3
COc1ccc(-c2[nH]ncc2CN2CCSCC2)c(OC)c1,8,-4,1,8,2,-0.1,-0.1,-3,2
Cc1ccc(C(=O)CS(C)(=O)=O)cc1,-3,5,-1,0,2,0.0,-0.8,3,4
Cc1csc(NC(=O)C(C)N2C(=O)c3ccccc3S2(=O)=O)n1 (stereo not given),8,8,-9,1,0,0.1,-0.6,-1,0
Cn1ncc([N+](=O)[O-])c1C(=O)Nc1nccs1,15,4,-1,6,0,0.0,-1.1,0,9
COc1ccc([C@@H]2[C@@H]3C(=O)N(C(C)(C)C)C(=O)[C@@H]3[C@]3(Cc4ccccc4)C(=O)N(c4cccc(Cl)c4)C(=O)N23)cc1,4,3,-4,4,0,0.3,-0.2,-5,2
COc1ccc(-c2nc(SC)n(C)c(=O)c2C#N)cc1OC,-1,7,3,4,2,0.0,1.5,-4,3
CC(C)NC(=O)CN(Cc1ccc(F)cc1)C(=O)CCC(=O)Nc1nccs1,-7,-1,-2,6,1,0.0,-0.4,4,2
COc1cc(C(=O)ON=C2C3CC4CC(C3)CC2C4)cc(OC)c1OC,1,-5,-1,-3,1,0.0,2.1,-3,-7
Cc1ccc(-c2cc3nc(C)cc(NCc4ccco4)n3n2)cc1,-12,3,-7,-6,0,0.0,-2.9,-6,-3
CC(O)c1nc2ccccc2n1CCOc1ccccc1 (stereo not given),3,-2,-3,3,0,0.0,0.9,-4,-3
N#C/C(=C\c1cn[nH]c1-c1ccc(Cl)cc1)C(=O)NCc1ccccc1,10,0,-4,3,1,-0.1,-1.6,-4,-4
CSc1ccccc1OCc1cc(C(=O)N(C)CCc2c(C)n[nH]c2C)no1,2,-7,-2,-2,0,0.5,0.0,-4,0
CCCn1c(SCC(=O)NNC(=O)c2ccc(OC)cc2)nnc1C(C)C,-14,-6,-4,1,1,-0.5,-0.2,-1,-2
Cc1nn(C)c(C)c1NS(=O)(=O)c1c(C)n[nH]c1C,5,-2,.,.,2,0.2,.,.,.
CC1(C(=O)NNC(=O)c2ccc(=O)oc2)CC1Br (stereo not given),24,29,-1,37*,2,0.0,-13,3,58*
Cc1ccc(NC(=O)CNCC(c2ccccc2)N(C)C)cc1F (stereo not given),7,-1,-2,-1,1,0.0,2.8,0,-1
Cc1ccc(C(=O)NNC(=O)c2csc(N3CCOCC3)n2)o1,10,0,3,2,2,0.0,0.0,-1,-6
O=C(OCCNc1nc(-c2ccccc2)nc2ccccc12)c1ccncc1,5,1,4,9,3,0.2,0.8,-3,12
Cc1cc(C)n(-c2ccc(C(=O)Nc3ccccc3N3CCOCC3)cc2)n1,3,5,3,-4,0,0.4,0.9,-1,-2
COc1ccccc1C(=O)Nc1ccc2c(c1)n(C)c(=O)n2C,2,-3,0,5,0,0.0,0.2,-1,6

# Screening results (PubChem BioAssay)
